E-selectin induc: E-selectin induction on HUVECs. P16581. HUVEC E-selectin immunofluorescence imaging; normalized: neutral wells 0, TNF-alpha wells 100. activation, % at 7.58 µM. actives 0.37% (n = 260,000);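 active = mean E-selectin-positive cell signal at least 10% of the positive control, reached in at least 60% of replicates, without over 20% cell loss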;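 also: in these data hits start at about 27%; measured in HUVEC primary endothelial cells; signal is the percent of cells scored E-selectin positive by PE staining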
Target sequence (P16581 whole entry, looked up): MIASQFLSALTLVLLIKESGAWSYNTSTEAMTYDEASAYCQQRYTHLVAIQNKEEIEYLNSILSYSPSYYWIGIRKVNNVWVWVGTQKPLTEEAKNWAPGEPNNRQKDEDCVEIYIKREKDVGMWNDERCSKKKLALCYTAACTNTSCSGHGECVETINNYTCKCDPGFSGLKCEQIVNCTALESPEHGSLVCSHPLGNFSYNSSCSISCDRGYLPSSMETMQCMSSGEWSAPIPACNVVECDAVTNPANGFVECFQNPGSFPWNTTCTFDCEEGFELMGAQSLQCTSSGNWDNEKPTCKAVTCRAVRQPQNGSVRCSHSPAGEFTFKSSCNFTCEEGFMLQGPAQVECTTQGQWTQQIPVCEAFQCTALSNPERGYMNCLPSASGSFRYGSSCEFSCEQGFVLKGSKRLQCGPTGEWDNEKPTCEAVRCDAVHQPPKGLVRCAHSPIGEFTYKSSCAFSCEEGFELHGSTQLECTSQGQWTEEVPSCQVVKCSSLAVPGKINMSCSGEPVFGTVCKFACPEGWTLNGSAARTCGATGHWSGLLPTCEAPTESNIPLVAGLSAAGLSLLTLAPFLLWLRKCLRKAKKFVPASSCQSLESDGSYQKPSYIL
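material = human umbilical vein endothelial cells (HUVEC), E-selectin induction | quantity = 3,000 cells/well | medium = EGM-2 growth medium on 0.1% gelatin-coated wells | technique = immunofluorescence imaging | read-out basis = % PE-positive cells | control set = TNF-alpha positive control, DMSO neutral control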
RAD52 anneal inh: blocks human RAD52 DNA annealing; P43351; recombinant RAD52 DNA annealing, FRET fluorescence; inhibition, % at 18.7 µM; actives 0.46% (n = 360,000); AID 651710;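 active = every replicate showing at least 50% inhibition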
S100A4 inh HTS: blocks human S100A4 binding to myosin IIA peptide; S100A4/TAMRA-MyoIIA peptide fluorescence polarization; inhibition, % at 10.7 µM; actives 0.14% (n = 360,000); AID 652163;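 active = mean inhibition of at least 70% across replicates, with every replicate also reaching that level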
Target sequence (P26447 whole entry, looked up): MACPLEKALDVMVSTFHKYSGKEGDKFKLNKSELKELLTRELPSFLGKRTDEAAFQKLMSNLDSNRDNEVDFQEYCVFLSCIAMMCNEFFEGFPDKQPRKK
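System – human S100A4 monomer protein, biochemical binding assay · Buffer or medium – Calcium-containing HEPES buffer, pH 7.2 · Timing – 5 min between mix addition and reading · Also added – TAMRA-labelled myosin IIA heavy-chain peptide probe, 5 nM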
esBAF inh: inhibitors of esBAF chromatin remodeling in mouse ES cells. Bmi1-luciferase knock-in reporter, 24 h; 100% = twice the neutral-well signal. reporter increase, % at 12.5 µM. actives 2% (n = 350,000); in the data active = activation above about 40%;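 also: 0% = median of the plate's neutral control wells and 100% = double that signal; a rise in the Bmi1 reporter signal indicates esBAF inhibition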
ERp5 block: ERp5 (human) disulfide isomerase inhibition. Q15084. actives 0.05% (n = 350,000). inhibition, % at 9.99 µM. ERp5 insulin aggregation, absorbance 650 nm, 90 min;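 active = mean replicate inhibition above about 25%, with every replicate also reaching it, limit read from the data, passing the limit was not always enough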
RAD54 inh: inhibitors of human RAD54 branch migration; Q92698; RAD54 Holliday junction branch migration, FAM/BHQ fluorescence; inhibition, % at 10.4 µM; actives 0.14% (n = 360,000); AID 602329;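 active = mean normalized replicate activity at least 40 and at least half of replicates scoring 40 or more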;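 also: 0% = median of neutral control wells and 100% = median of positive control wells; inhibitors cause a drop in the FAM fluorescence signal; in these data hits start at about 50%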
XiGFP reactiv: reactivates the inactive X chromosome in mouse fibroblasts; XiGFP mouse fibroblasts, % GFP-positive cells imaging, 3 d; cells co-treated with 5-aza-dC sensitizer; scaled so ellipticine positive control = 100%; activation, % at 7.58 µM; actives 0.055% (n = 360,000);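 active = mean normalized replicate activation at least 10% and every replicate at or above 10%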;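 also: 0% = median of on-plate neutral control wells and 100% = ellipticine 6 µM median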
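System: 68-5-11 XiGFP fibroblast line | Buffer or medium: DMEM containing 5-aza-dC | Compound: Single point | Times: Compounds 3 days, fix/stain 15 min at room temperature | Benchmarks: Positive control ellipticine, 6 µM final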
ERAP1 HTS inh: blocks human ERAP1 aminopeptidase activity | actives 0.15% (n = 340,000) | inhibition, % at 10.7 µM | Q9NZ08 | AID 652197 | recombinant ERAP1, Leu-AMC fluorescence, 60 min;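 active = mean replicate inhibition of at least 30%, or all replicates individually reaching that 30% level; inactive = mean below 30% and not every replicate reaching it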;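 also: 0% = neutral control wells and 100% = L-leucinethiol positive control wells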
Starred values were filed as active, the others as inactive; · = no result given; & = joins results of further samples.

SMILES	E-selectin induc	RAD52 anneal inh	S100A4 inh HTS	esBAF inh	ERp5 block	RAD54 inh	XiGFP reactiv	ERAP1 HTS inh
COc1ccccc1C(=O)NC(CCSC)C(=O)OC(C)C(=O)NC1CC1 (stereo unspecified)	-0.1	-6	-9	-1	5	3	0.0	-5
CCOC(=O)c1cccc(C(=O)Nc2nc3ccc(OC)cc3s2)n1	·	-1	3	·	2	·	0.0	-1
CN1/C(=C/C(=O)COC(=O)C2COc3ccccc3O2)C(C)(C)c2ccccc21 (stereo unspecified)	6.7	-351	6	9	-3	0	0.1	0
NC(=O)c1ccsc1NC(=O)COC(=O)c1cc(=O)[nH]c2ccccc12	0.5	-6	1	·	0	·	-0.1	-5
COc1cccc(S(=O)(=O)Nc2ccc3c(c2)[C@H]2C[C@H](CC(=O)N[C@@H](C)c4ccccc4)O[C@H](CO)[C@H]2O3)c1	3.2	-9&8	6&3	14	1	1	0.3	-1&0
CCC1CO/C(=C(\C(Cl)=C(Cl)Cl)[N+](=O)[O-])N1 (stereo unspecified)	·	1	3	·	0	·	0.1	2
CC(=O)Oc1ccc(-c2nc3c(C)cccc3c(=O)o2)cc1	-0.4	-21	-4	-5	0	1	-0.1	-2
COc1cc(C(=O)NC2CC2)cc(OC)c1OC	0.1	-18	2	·	0	·	-0.1	0
COc1ccc(C(=O)N2CCN(c3ccc(C)c(C)c3)CC2)cc1OC	-0.2	-19	-9	19	7	-13	0.2	·
C/C=C/c1ccc([C@@H]2[C@H](CN(C)S(=O)(=O)c3ccccc3)N[C@@H]2CO)cc1	0.0	·	·	-12	·	-2	0.1	·
O=C(CN1C(=O)C(=O)N(C2CCCC2)C1=O)Nc1ccc(Cl)cc1C(F)(F)F	·	-11	-4	0	-22	-4	0.0	-1
Cc1c(OC(C(=O)O)c2ccccc2)ccc2c(-c3ccccc3)cc(=O)oc12 (stereo unspecified)	·	-13	4	4	6	·	0.0	6
CC(C)NC(=O)Nc1ccc2c(c1)C(=O)N([C@H](C)CO)C[C@@H](C)[C@@H](CN(C)Cc1ccc(Cl)c(Cl)c1)OCCCC[C@H](C)O2	·	1	6	2	-3	-4	0.0	-1
CC(OC(=O)CCCC(=O)Nc1ccccc1)C(=O)c1ccccc1 (stereo unspecified)	·	-5	-5	5	2	6	0.0	0
COc1cc(CN2CC3(CN(C(=O)Nc4c(C)noc4C)C3)c3c(n(C)c4cc(OC)ccc34)[C@@H]2CO)cc(OC)c1	0.4	-22	0	·	2	·	0.1	-1
COc1ccccc1N1C(=O)S/C(=C\c2ccc(C)s2)C1=O	-0.1	-162	0	73*	0	-15	0.4	2
Cc1ccc(-n2ncc3c(NCCCn4ccnc4)ncnc32)c(C)c1	-1.7	2	-4	-6	-1	-17	-0.1	0
O=C(CCS(=O)(=O)c1ccc(F)cc1)Nc1nnc(-c2ccc(F)cc2)o1	-0.3	-7	-1	·	-8	·	0.0	0
CCn1ncc([N+](=O)[O-])c1C(=O)NC1CCCCC1	-0.1	-16	7	·	-5	·	0.0	-2
CC1CCN(C(=O)CC(NC(=O)c2ccccc2Cl)c2ccccc2)CC1 (stereo unspecified)	-0.7	3	16	-8	-3	3	0.3	-3
COCc1cc(C)nc(SCC[N+](C)(C)CC(=O)Nc2cccc(C)c2)c1C#N	0.1	23	-1	1	1	·	-0.1	3
CC(=O)c1ccc(CCCCc2ccc(C(C)=O)cc2)cc1	-0.6	29	-2	17	-3	-10	0.1	1
Cc1ccn(CCC(=O)NC2CCCc3c2cnn3-c2cccc(C)c2C)n1 (stereo unspecified)	1.2	-10	-3	-7	-6	-6	0.1	-2
COc1cc(/C=C/[N+](=O)[O-])ccc1OC(=O)c1cc2ccccc2oc1=O	0.0	-8	4	0	-1	1	0.5	0
Cc1ccc(S(=O)(=O)NC(C)(C)CN2CCNCC2)cc1	0.2	-26	0	-1	2	-6	0.0	1
Cc1sc2nc(CN3CCOCC3)nc(Cl)c2c1C	-0.2	9	-2	·	-2	·	0.0	8
Cc1cccc(CSc2nc3[nH]ncc3c(=O)[nH]2)c1	·	-3	5	·	4	·	0.3	-2
O=C(N/N=C\c1ccc[nH]1)C1COc2ccccc2O1 (stereo unspecified)	0.3	11	-9	1	-2	-16	-0.1	-6
CN(C(=O)c1ccco1)c1nc(-c2ccc(F)cc2)cs1	-0.1	-7	6	27	-2	5	0.0	0
COc1ccc(CCNC(=O)C2CC3Cn4c(nc5ccccc54)C3N2C)cc1 (stereo unspecified)	-0.3	-127	-23	7	-5	-5	0.3	-2
O=C(C[C@@H]1CC[C@@H](NC(=O)Cc2cccnc2)[C@@H](CO)O1)Nc1ccc(-c2ccccc2)cc1	0.6	2	49	8	-4	3	0.4	1
C[C@@H]1CN([C@@H](C)CO)C(=O)c2cccc(NC(=O)c3cnccn3)c2O[C@@H]1CN(C)Cc1ccc(C(=O)O)cc1	1.9	-15	52	-6	2	7	-1.4	0
COc1ccc(N(CC(=O)NC2CC3CCC2C3)S(=O)(=O)c2ccc(C)cc2)cc1Cl (stereo unspecified)	-0.1	0	1	·	5	·	0.5	1
CCCNC[C@@H]1[C@@H](c2ccc(C3=CCCC3)cc2)[C@@H](CO)N1C(=O)C1CCCC1	0.3	5	-15	·	1	·	0.0	-1
CC(=O)C1=C(C)OC(N)=C(C#N)C1c1cccc2ccccc12 (stereo unspecified)	·	-22	-1	3	5	·	0.3	-1
COCC#Cc1cnc2c(c1)C(=O)N([C@@H](C)CO)C[C@@H](C)[C@@H](CN(C)S(=O)(=O)c1ccccc1)O2	-0.6	3	-1	0	9	-9	0.0	3
CCCNC(=O)C1(C)CCN(C(=O)c2ccc3sccc3c2)C1 (stereo unspecified)	-0.2	-4	6	-2	-2	-11	0.1	-5
N/C(=N\OC(=O)Cc1ccccc1[N+](=O)[O-])c1cccc(Br)c1	-0.2	-6	-3	3	-2	·	0.0	0
CSC1=NC(=O)/C(=C\c2cccc3ccccc23)S1	0.0	-16	-4	·	-11	·	-0.2	0
CN(C)CC(=O)N[C@H]1CC[C@H](CCn2cc(C3CC3)nn2)O[C@H]1CO	0.3	13	-1	0	3	7	-0.1	0
COc1cccc(C2CCCN2Cc2nc(CCC(C)C)no2)c1 (stereo unspecified)	-0.1	-14	-9	1	4	7	-0.2	·
Cc1ccc(N(CC(=O)NCCc2ccc(F)cc2)S(=O)(=O)c2ccc(Cl)c([N+](=O)[O-])c2)c(C)c1	0.2	-2	0	-5	5	2	-0.1	-1
O=C(c1cccc(F)c1)N1C[C@H]2[C@@H](c3ccccc31)[C@@H](CO)N2C(=O)c1cccc(F)c1	0.5	-10	8	-4	4	-4	0.3	0
O=C(Nc1ccccc1)N1CCCCN2[C@H](CO)[C@@H](c3ccc(C#CC4CC4)cc3)[C@H]2C1	-0.1	-10	17	·	1	-5	0.0	0
O=C(N/N=C/c1coc2ccccc2c1=O)c1cc(Br)c(O)c(Br)c1	0.1	-9	-3	0	-22	-26	-0.1	0
C[C@H]1CCCCO[C@H](CN(C)S(=O)(=O)c2ccccc2)[C@@H](C)CN([C@@H](C)CO)C(=O)c2cc(NC(=O)CCC(F)(F)F)ccc2O1	0.0	-7	1	-1	6	-1	0.1	-4
C[C@H](CO)N1C[C@H](C)[C@H](CN(C)Cc2ccncc2)Oc2c(NC(=O)c3cnccn3)cccc2C1=O	-11	6	0	-2	-2	3	-1.1	1
CCOC(=O)C(=O)N1CCN(c2nc(-c3ccc(Cl)cc3)cs2)CC1	·	-12	-6	-3	2	2	0.0	2
CC(C)Cc1cc(CNC(=O)C2CCC(=O)N(CCc3cccc(F)c3)C2)on1 (stereo unspecified)	-0.1	-3	-3	5	6	·	0.0	-1
O=C(c1ccc2c(c1)OCO2)N1CCN(S(=O)(=O)c2ccc(Br)cc2Cl)CC1	·	-9	-3	-5	-2	-3	-0.1	4

Some of the entries above, set out differently:
Compound,E-selectin induc,RAD52 anneal inh,S100A4 inh HTS,esBAF inh,ERp5 block,RAD54 inh,XiGFP reactiv,ERAP1 HTS inh
CN(C)CC(=O)N[C@H]1CC[C@H](CCn2cc(C3CC3)nn2)O[C@H]1CO,0.3,13,-1,0,3,7,-0.1,0
COc1cccc(C2CCCN2Cc2nc(CCC(C)C)no2)c1 (stereo unspecified),-0.1,-14,-9,1,4,7,-0.2,·
Cc1ccc(N(CC(=O)NCCc2ccc(F)cc2)S(=O)(=O)c2ccc(Cl)c([N+](=O)[O-])c2)c(C)c1,0.2,-2,0,-5,5,2,-0.1,-1
O=C(c1cccc(F)c1)N1C[C@H]2[C@@H](c3ccccc31)[C@@H](CO)N2C(=O)c1cccc(F)c1,0.5,-10,8,-4,4,-4,0.3,0
O=C(Nc1ccccc1)N1CCCCN2[C@H](CO)[C@@H](c3ccc(C#CC4CC4)cc3)[C@H]2C1,-0.1,-10,17,·,1,-5,0.0,0
O=C(N/N=C/c1coc2ccccc2c1=O)c1cc(Br)c(O)c(Br)c1,0.1,-9,-3,0,-22,-26,-0.1,0
C[C@H]1CCCCO[C@H](CN(C)S(=O)(=O)c2ccccc2)[C@@H](C)CN([C@@H](C)CO)C(=O)c2cc(NC(=O)CCC(F)(F)F)ccc2O1,0.0,-7,1,-1,6,-1,0.1,-4
C[C@H](CO)N1C[C@H](C)[C@H](CN(C)Cc2ccncc2)Oc2c(NC(=O)c3cnccn3)cccc2C1=O,-11,6,0,-2,-2,3,-1.1,1
CCOC(=O)C(=O)N1CCN(c2nc(-c3ccc(Cl)cc3)cs2)CC1,·,-12,-6,-3,2,2,0.0,2
CC(C)Cc1cc(CNC(=O)C2CCC(=O)N(CCc3cccc(F)c3)C2)on1 (stereo unspecified),-0.1,-3,-3,5,6,·,0.0,-1
O=C(c1ccc2c(c1)OCO2)N1CCN(S(=O)(=O)c2ccc(Br)cc2Cl)CC1,·,-9,-3,-5,-2,-3,-0.1,4

Next section:
SMILES	E-selectin induc	RAD52 anneal inh	S100A4 inh HTS	esBAF inh	ERp5 block	RAD54 inh	XiGFP reactiv	ERAP1 HTS inh
CC(=O)c1ccc(NS(=O)(=O)c2c(C)cc(C)cc2C)cc1	-1.8	-15	-13	·	4	·	0.0	-2
CCOC(=O)C1(Cc2ccccc2)CCN(Cc2cn(CC(=O)OC)c3ccccc23)CC1	0.1	-14	-9	·	2	·	0.6	-1
COc1ccccc1C(C)NC(=O)CCC(=O)N1CCN(S(=O)(=O)c2ccc(Cl)cc2)CC1 (stereo unspecified)	2.3	-1	4	8	-4	2	0.8	1
C[C@H]1CN([C@@H](C)CO)C(=O)c2cccc(NC(=O)c3cnccn3)c2O[C@@H]1CN(C)Cc1ccc2c(c1)OCO2	-8.9	-14	1	-10	-1	-2	-0.1	10
COc1cccc(CC(=O)Nc2sc3c(c2C(N)=O)CCCC3)c1	·	-10	-5	9	8	-6	0.0	1
CCOc1ccc(N(CC(=O)NC2CCCCC2)C(=O)Cn2nnc(-c3ccc(C)o3)n2)cc1	·	-12	5	1	6	0	0.0	-6
CC1CC(C)CN(c2cc3c(cc2[N+](=O)[O-])C(=O)N(c2ccccc2)C3=O)C1 (stereo unspecified)	-0.2	-14	3	4	-7	-6	-0.1	1
C[C@H]1CN([C@@H](C)CO)C(=O)Cc2cc(NC(=O)NC3CCCCC3)ccc2O[C@@H]1CN(C)C	-2.6	-4	-2	-4	-2	4	-0.8	0
COc1ccc(S(=O)(=O)Nc2cccc3c2O[C@H](CN(C)C)[C@@H](C)CN([C@@H](C)CO)C3=O)cc1	·	6	7	0	0	9	-0.6	-3

Screening data (PubChem BioAssay)
